# TIM10 inh – growth inhibitors of TIM10 yeast strain; hit rate 1.4% among 330,000; inhibition, % at 10 µM; S. cerevisiae TIM10 strain growth, BacTiter-Glo luminescence, 24 h;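 active = inhibition of 40% or more at the single tested concentration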;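 note: wild-type TIM10 isogenic control strain grown at permissive 25 °C; 0% = DMSO yeast wells and 100% = minimal medium wells without yeast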
# mIAP activ – increases mouse intestinal alkaline phosphatase activity | muIAP, CDP-Star luminescence, 30 min; stronger effect = higher value; 1 = vehicle-only enzyme signal, 0 = enzyme-free wells | activation factor at 10 µM | hit rate 0.24% among 330,000 | AID 2805;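 active = activation factor of at least 2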; note: the source names both 10 and 20 µM as test concentration; values of inactives mirror those of a sister screen read the other way
#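 Assay system: mouse IAP enzyme; reagent: chemiluminescent substrate CDP-Star; dosing: test compounds delivered from DMSO solution; schedule: 30 min at room temperature; measured by: luminescence from enzymatic CDP-Star hydrolysis; controls: DMSO-only wells and no-enzyme negative control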
# mIAP inh – blocks mouse intestinal alkaline phosphatase; purified mouse IAP, CDP-Star luminescence, 30 min; inhibition, % at 10 µM; hit rate 0.2% among 330,000; AID 2806;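 active = inhibition of at least 40% at 10 µM in the primary screen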;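 note: plate controls were DMSO with enzyme for no effect and no enzyme wells for full effect; values of inactives mirror those of a sister screen read the other way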
# tim10-1 inh – tim10-1 yeast growth inhibition; S. cerevisiae tim10-1 ts strain growth, BacTiter-Glo, 24 h; hit rate 2.2% among 330,000; inhibition, % at 20 µM;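 active = inhibition of at least 40%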;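 note: mutant grown at 25 °C; 0% = DMSO wells with yeast and 100% = wells holding no yeast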
# hIAP activ – human IAP activation; P09923; purified human IAP, CDP-Star luminescence, 30 min; stronger effect = higher value; 1 = vehicle-only enzyme, 0 = enzyme-free background; activation factor at 10 µM; hit rate 0.16% among 330,000; AID 2524;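 active = activation factor of the enzyme at least 2-fold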; note: the source names both 10 and 20 µM as test concentration; values of inactives mirror those of a sister screen read the other way
# Target sequence (P09923 whole entry, looked up): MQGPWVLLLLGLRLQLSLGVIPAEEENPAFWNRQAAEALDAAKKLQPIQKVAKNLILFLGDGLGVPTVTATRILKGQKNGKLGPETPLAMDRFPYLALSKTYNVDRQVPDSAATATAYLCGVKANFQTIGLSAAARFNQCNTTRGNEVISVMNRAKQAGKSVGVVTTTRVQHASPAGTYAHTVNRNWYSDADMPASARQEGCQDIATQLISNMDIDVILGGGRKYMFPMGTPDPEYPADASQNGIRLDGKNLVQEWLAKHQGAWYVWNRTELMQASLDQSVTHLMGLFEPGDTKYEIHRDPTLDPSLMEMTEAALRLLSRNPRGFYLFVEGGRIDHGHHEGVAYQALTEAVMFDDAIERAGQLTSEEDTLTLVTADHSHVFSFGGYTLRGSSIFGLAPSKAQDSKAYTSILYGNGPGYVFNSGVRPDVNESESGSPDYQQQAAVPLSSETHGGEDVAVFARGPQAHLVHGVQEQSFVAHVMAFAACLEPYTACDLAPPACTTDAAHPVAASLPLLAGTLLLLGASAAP
# NLRP3 yeast inh – inhibitors of NALP3 inflammasome in yeast | hit rate 0.39% among 330,000 | inhibition, % at 10 µM | Yeast reconstituted NLRP3/ASC/caspase-1, beta-gal luminescence, 24 h;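 active = inhibition of 50% or more; inactive = inhibition below 50%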;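 note: plate controls were induced DMSO wells for no effect and uninduced yeast grown without galactose for full effect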
# ATG4B inhibitor – ATG4B (human) cysteine protease inhibition. ATG4B cleavage of LC3-PLA2, NBD-HPC fluorescence, 1 h. Q9Y4P1. inhibition, % at 8.33 µM. hit rate 0.51% among 340,000; in the data active = inhibition above about 40%
# Target sequence (Q9Y4P1 whole entry, looked up): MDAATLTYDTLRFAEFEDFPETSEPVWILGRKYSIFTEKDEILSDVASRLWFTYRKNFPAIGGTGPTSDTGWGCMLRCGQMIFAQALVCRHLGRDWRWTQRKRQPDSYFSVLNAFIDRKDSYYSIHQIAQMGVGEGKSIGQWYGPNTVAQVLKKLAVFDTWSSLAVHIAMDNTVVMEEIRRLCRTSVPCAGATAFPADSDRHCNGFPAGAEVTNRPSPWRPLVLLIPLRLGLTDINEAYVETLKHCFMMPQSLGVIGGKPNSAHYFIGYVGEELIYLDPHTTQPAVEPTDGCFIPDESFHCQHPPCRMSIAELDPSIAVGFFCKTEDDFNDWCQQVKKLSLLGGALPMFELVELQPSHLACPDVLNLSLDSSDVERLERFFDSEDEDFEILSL
# hIAP inh – blocks human intestinal alkaline phosphatase; purified IAP, CDP-Star luminescence, 30 min; hit rate 0.12% among 330,000; AID 2544; inhibition, % at 10 µM;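 active = inhibition reaching a set limit with compound at 10 µM in the primary screen, cut at about 35% in these data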;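 note: plate controls were DMSO wells with enzyme for no effect and no-enzyme buffer wells for full effect; values of inactives mirror those of a sister screen read the other way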
# Apaf-1 inh – inhibitors of human Apaf-1 apoptosome. O14727. reconstituted apoptosome caspase-3 activity, DEVD-Rh110 fluorescence. inhibition, % at 20 µM. hit rate 0.71% among 330,000; active = inhibition of at least 40% at 20 µM;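 note: plate controls were DMSO wells for no effect and DEVD-CHO caspase inhibitor wells for full effect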
#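 Material: reconstituted apoptosome with Apaf-1, cytochrome c, caspase-9, procaspase-3, dATP. Technique: Rh110 fluorescence intensity. Buffer or medium: pH 7.5 Hepes buffer with CHAPS, BSA, DTT. Times: 30 min plus 50 min, RT.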
# An asterisk follows results filed as active; · = not tested or not shown.
smiles	ATG4B inhibitor	hIAP activ	tim10-1 inh	mIAP activ	mIAP inh	Apaf-1 inh	NLRP3 yeast inh	hIAP inh	TIM10 inh
COc1cccc(CNc2ncnc3cc(OC)c(OC)cc23)c1	-6	1	22	1.1	-8	-11	-5	-3	0
COc1ccc(NC(=S)NNC(=O)c2cccs2)cc1	17	1.1	16	0.89	12	-8	-14	-14	-3
O=C1CN(C(=O)COC(=O)/C=C/c2ccc(F)cc2)c2ccccc2N1	-3	0.94	-15	0.99	1	5	12	6	-12
CCN1CCCC1CN(Cc1cc2ccc(C)cc2[nH]c1=O)C(=S)Nc1ccc(F)cc1 (centres undefined)	-2	0.86	16	0.9	10	0	15	14	11
CCCCCN1CC(O)=C(c2nc(-c3ccc(Cl)cc3)cs2)C1=N	4	1.1	16	1.1	-9	7	4	-9	-33
O=C(O)c1ccc(N/N=C/c2ccc(-c3cccc(Cl)c3)o2)cc1	16	0.97	23	0.83	17	-9	26	3	17
CC1(C)CC2(CCO1)OC(=O)CC2C(=O)Nc1cccc2ccccc12 (centres undefined)	-9	1	10	1.1	-7	8	31	-2	0
CCOc1ccc(S(=O)(=O)Nc2ccc(C(=O)N(C)CC(=O)Nc3ccc(OC)cc3)cc2)cc1	-10	1.2	-17	1	-2	6	11	-16	4
Oc1cccc(-c2nc3ccc4ccccc4c3c3c2CCC3)c1	-9	1.1	6	1.1	-5	20	5	-10	14
CCN(CC)C(=O)Cc1cn(C)c2ccccc12	5	1.5	11	0.96	4	2	-14	-46	11
CCC(=O)NCc1csc(-c2cccs2)n1	-2	1.1	-20	1.1	-10	-7	18	-13	-10
Cc1ccc(NC(=O)c2nccnc2C(=O)O)cc1C	-5	0.94	-19	1	-5	3	1	6	-12
Cc1cccc(OCCCC(=O)NCCc2ccccc2)c1	7	1.1	-17	1	-5	12	9	-6	-26
COc1ccc(C(C[N+](=O)[O-])c2c(C)[nH]c3ccccc23)cc1OC (centres undefined)	-1	1.1	35	1.1	-6	11	28	-8	19
CC(=O)c1ccc(N2CCN(C(=O)C3CCC3)CC2)cc1	-6	0.94	16	1	-1	8	4	6	-4
CCOC(=O)C(C)n1cnc2sc3c(c2c1=O)CCC3 (centres undefined)	-16	0.97	-1	1	-1	-4	8	3	-11
CCNc1nn2ccccc2c1/C=C(\C#N)C(=O)OCC	-2	0.78	29	0.92	8	4	16	22	13
CC/C(=N/NC(=O)c1ccc(Br)cc1)c1ccc(OCCN2CCOCC2)cc1	-2	1	7	0.93	7	-16	5	0	5
O=C(Nc1cc(C(=O)N2CCOCC2)ccc1N1CCCC1)c1cccs1	-7	0.95	17	0.98	2	-17	2	5	12
Cc1ccccc1C(=O)N1CCC(C(=O)Nc2cccc(S(=O)(=O)N3CCCCC3)c2)CC1	-1	0.93	-6	1.4	-41	7	2	7	5
Clc1ccc(OCc2nnc(-c3ccccc3Br)o2)cc1	14	0.9	24	0.95	5	5	23	10	26
CC(=O)c1cccc(NC(=O)COc2ccc(S(=O)(=O)N3CCOCC3)cc2)c1	-12	0.81	3	1	-5	10	3	19	-1
CC(=C/c1ccccc1)/C=N/n1c(-c2ccncc2)n[nH]c1=S	-6	0.7	40*	1	0	8	21	30	40
CC(C)c1nnc(NC(=O)CSc2nc3ccccc3[nH]2)s1	8	1.2	-4	0.79	21	3	9	-19	6
O=C(COc1ccccc1F)NNC(=O)c1ccc(N2CCCCC2)c([N+](=O)[O-])c1	-1	0.91	41*	0.97	3	1	14	9	-13
CCOC(=O)C(=CNc1cccc(C)c1C)C(=O)OCC	4	1.1	29	1.1	-13	5	9	-10	10
Cc1ccc(S(=O)(=O)CCC(=O)OCC(=O)Nc2cc(F)ccc2C)cc1	-4	1.2	23	1	0	9	18	-16	12
CCCCNC(=O)c1cc(-c2ccc(F)cc2)on1	3	1	1	1.1	-7	2	24	-4	-15
CN(C)S(=O)(=O)c1ccc2c(c1)/C(=C/c1cc3c([nH]1)CCCC3)C(=O)N2	0	0.85	13	0.84	16	3	-52	15	29
CC(=O)N(CCS(=O)(=O)c1ccc(Cl)cc1)Cc1cccs1	18	0.89	-17	0.96	4	-21	9	11	-1
NCC12CC3CC(C1)CC(c1ccc(Br)cc1)(C3)C2	3	0.99	5	0.9	10	11	21	1	35
CC1CC(C)CN(c2ncnc3c2cnn3C)C1 (centres undefined)	-6	0.99	10	0.93	7	-9	8	1	-13
CCS(=O)(=O)NCc1cn2ccsc2n1	-2	1.1	-6	0.96	4	-9	12	-11	6
COc1cccc(N2C(=NC(=O)COc3ccccc3)SC3CS(=O)(=O)CC32)c1 (centres undefined)	2	0.98	3	0.87	13	-5	4	2	-13
Nc1nc(Cl)nc2ncn(Cc3ccccc3)c12	-7	0.95	27	1	-1	2	23	5	5
COc1ccc(-n2c(=S)[nH]c3sc4c(c3c2=O)CCN(C)C4)cc1	·	0.87	1	0.87	13	-24	2	13	-3
CCOc1ccc(NC(=O)CN(C)C(=O)C(C)N2C(=O)c3ccccc3C2=O)cc1OCC (centres undefined)	-54	1	-4	1	-4	2	9	-4	-2
Cc1cc(C)c(C#N)c(SCC(=O)Nc2ccccc2C)n1	-5	1	-5	1	-5	3	22	0	-6
COC(=O)c1sccc1NC(=O)CSc1nnnn1-c1ccccc1C	-6	0.92	7	1.1	-8	25	17	8	-8
CCCNC(=O)c1ccccc1NC(=O)c1ccc2c(c1)NC(=O)C(C)S2 (centres undefined)	-8	0.98	-1	0.93	7	19	2	2	0

# Quoted from the listing.
# `CCCNC(=O)c1ccccc1NC(=O)c1ccc2c(c1)NC(=O)C(C)S2` (centres undefined) – Apaf-1 inh = 19
# `COC(=O)c1sccc1NC(=O)CSc1nnnn1-c1ccccc1C` – tim10-1 inh = 7

# The list continues.
smiles	ATG4B inhibitor	hIAP activ	tim10-1 inh	mIAP activ	mIAP inh	Apaf-1 inh	NLRP3 yeast inh	hIAP inh	TIM10 inh
Cn1c(=O)c2c(nc(SCC(=O)c3ccccc3F)n2C)n(C)c1=O	·	0.79	12	0.96	4	-4	4	21	5
O=C(COC(=O)c1ccc(Cl)nc1)NCCC1=CCCCC1	-9	0.99	18	1	0	-1	-10	1	2
CCSc1nnc(NC(=O)c2ccc(C)o2)s1	-8	1.2	32	0.91	9	5	30	-18	15
O=C(NCCSc1c[nH]c2ccccc12)c1c(F)cccc1F	-8	0.92	12	1	-4	0	15	8	8
O=C(COC(=O)c1ccccc1)NCCC1=CCCCC1	-1	0.88	16	0.97	3	-7	12	12	-21
Cc1ccc(OCC(=O)NC2CCCCCC2)cc1C	4	0.93	14	0.99	1	4	20	7	5
COC(=O)c1ccc(N2CCOCC2)c(NC(=O)c2ccc(Br)o2)c1	-4	1.3	4	1.1	-8	-18	4	-25	6
O=C(/C=C/c1cccs1)Nc1nccs1	-8	0.75	0	0.94	6	-13	30	25	2
O=[N+]([O-])c1ccccc1OCCCNCc1ccccc1	-6	0.83	-8	1	-2	-3	30	17	-14
CN(CC(=O)Nc1ccc(Cl)c(Cl)c1)C(=O)CNC(=O)Cc1ccccc1	-12	0.88	8	0.99	1	3	16	12	4

# One compound at a time (already shown). Order of screens: ATG4B inhibitor, hIAP activ, tim10-1 inh, mIAP activ, mIAP inh, Apaf-1 inh, NLRP3 yeast inh, hIAP inh, TIM10 inh
# `Cc1ccc(OCC(=O)NC2CCCCCC2)cc1C` across the screens: 4, 0.93, 14, 0.99, 1, 4, 20, 7, 5
# `Cn1c(=O)c2c(nc(SCC(=O)c3ccccc3F)n2C)n(C)c1=O` across the screens: ·, 0.79, 12, 0.96, 4, -4, 4, 21, 5

# A second format for 2 compounds above.
# Results follow in this order: ATG4B inhibitor | hIAP activ | tim10-1 inh | mIAP activ | mIAP inh | Apaf-1 inh | NLRP3 yeast inh | hIAP inh | TIM10 inh
- Cn1c(=O)c2c(nc(SCC(=O)c3ccccc3F)n2C)n(C)c1=O
→ · | 0.79 | 12 | 0.96 | 4 | -4 | 4 | 21 | 5
- Cc1ccc(OCC(=O)NC2CCCCCC2)cc1C
→ 4 | 0.93 | 14 | 0.99 | 1 | 4 | 20 | 7 | 5

# Next results follow:
smiles	ATG4B inhibitor	hIAP activ	tim10-1 inh	mIAP activ	mIAP inh	Apaf-1 inh	NLRP3 yeast inh	hIAP inh	TIM10 inh
COc1cccc(N2CCN(S(=O)(=O)c3ccc(-c4cnc(C5CC5)o4)cc3)CC2)c1	-7	1	23	0.9	10	11	4	-4	7
CCOC(=O)Nc1sc(C(=O)N(C)C)c(C)c1C(=O)OCC	-3	1.1	-28	1	-2	16	29	-8	-24
COc1ccc(S(=O)(=O)NCC(c2ccco2)N2CCOCC2)cc1 (centres undefined)	8	0.94	10	1.1	-8	8	16	6	2
COc1cc(NS(=O)(=O)c2cc(C(=O)NCCc3ccccn3)ccc2OC)cc(OC)c1	-6	1.1	1	1.1	-8	-3	9	-8	-9
COc1cc(-c2nc3c(c(C)nn3-c3ccccc3)c3cc(OC)c(OC)cc23)ccc1O	-11	1.3	22	1	-4	4	33	-26	-2
O=C(Cc1c(F)cccc1Cl)Nc1ccccc1N1CCCCC1	-1	0.87	15	1.2	-15	17	14	13	-1
COc1ccc(-c2noc(-c3ccc(Br)o3)n2)cc1OC	0	0.95	10	1	-1	-15	1	5	1
CCS(=O)(=O)N1CCN(C(=O)c2ccccc2[N+](=O)[O-])CC1	3	1.1	15	0.97	3	10	7	-7	-6
CCCOc1c(Br)cc(/C=N/O)cc1OC	2	1.1	7	1	-3	9	32	-11	-44
C1CCC(c2nn3c(-c4n[nH]c5c4CCC5)nnc3s2)CC1	-6	1	22	0.98	2	23	7	-1	3
O=C(Cc1cccc(NC(=O)C2CCN(C(=O)c3ccccc3)CC2)c1)Nc1cccc(C(=O)N2CCCC2)c1	-7	1.2	9	1.1	-15	15	12	-17	-8
O=C(Nc1cccc(Cl)c1)c1ccc2c(c1)OCCO2	-5	0.92	50*	1	-2	-2	78*	8	60*
c1ccc(CCN2CCN(c3ncnc4c3cnn4-c3ccccc3)CC2)cc1	7	1.1	23	0.93	7	13	27	-11	24
CCc1ccc(-c2cc(C)no2)cc1S(=O)(=O)NC(C)Cc1ccco1 (centres undefined)	0	1.3	26	0.91	9	15	19	-26	16
C/C(CC(=O)NC1CCCCC1)=N\NC(=O)c1ccccn1	1	1.3	17	0.78	22	-14	-4	-32	11
Cc1ccc(S(=O)(=O)Nc2cccc(Cl)c2)cc1NC(=O)C1CC1	-9	0.92	1	1	-1	4	10	8	8
O=C(c1ccccc1)c1ccc(OCC(O)CN2CCCCC2)cc1 (centres undefined)	-8	0.91	2	0.99	1	0	-4	9	-1
COC(C[C@@H]1O[C@@H]1[C@@H](O)[C@H](C)OCc1ccccc1)OC	10	0.98	2	1	-4	-4	13	2	12
C#Cc1ccc([C@H]2C=C(C(=O)NCc3ccccc3)O[C@@H](OCC)[C@@H]2CCCO)cc1	0	1.3	22	1	-1	19	-2	-29	7
C=CC[C@@H](CC(=O)N[C@H](CO)Cc1ccccc1)C(=O)NC[C@@H](OC(=O)[C@@H](CC=C)Cc1ccc(F)cc1)c1ccccc1	-10	0.93	16	1.1	-8	12	13	7	16
O=C(CCNC(=O)c1ccc([N+](=O)[O-])cc1)Nc1ccccc1N1CCCC1	0	0.77	10	0.96	4	7	10	23	-13
Cc1cc(C=O)c(C)n1-c1ccc(NC2CCCCC2)c([N+](=O)[O-])c1	5	0.78	35	0.85	15	16	44	22	29
O=C(O)CC1=C(Nc2ccccc2)C(=O)N(c2ccccc2)C1c1ccc(Br)cc1 (centres undefined)	-6	0.83	21	0.91	10	3	-1	17	21
Cc1ccc2cc(CNC(C)(C)C)c(=O)[nH]c2c1	-8	0.99	8	0.9	10	3	-1	1	5
